IL1B secr inh: inhibitors of inflammasome signaling (IL-1 beta secretion) | THP-1 LPS/ATP IL-1B secretion, AlphaLISA, 16 h; active compounds read low | activity change, % at 57.5 µM | 360,000 tested, 4.7% active | AID 743279; in the data active means activity change below about -50%; inconclusive means mostly about -30% to -49%; further: on the % scale 0 is the no-effect control and ±100 the full control effect
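THP-1 cells pretreated 1 hr with compounds (up to 57.5 uM final), then stimulated with LPS (250 ng/mL final) plus ATP (1.25 mM final); secreted IL-1B measured by AlphaLISA after 16 hr, decreased signal indicating inhibition.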
HT1080-NT tox: kills 2HG-producing HT-1080-NT fibrosarcoma cells. 360,000 tested, 1.6% active. Potency, µM (top dose mostly 46.1 µM), inactives show top-dose activity, negative = less viability, hits mostly cytotoxic. HT-1080-NT fibrosarcoma viability, CellTiter-Glo ATP luminescence, 48 h;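 further: NT is the 2HG producing partner of a matched IDH1 knockdown line; potency means the concentration at half of the fitted maximal effect; 0% = DMSO-treated cells and -100% = media-only wells without cells; nearly all actives have a fitted effect of over 55% in size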
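A 48-hour cytotoxicity screen used HT-1080-NT cells plated 2 hours before compound delivery. ATP-based CellTiter-Glo luminescence measured viability, normalized to DMSO and no-cell controls.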
SW480 rereplic: induces DNA re-replication in SW480 colon adenocarcinoma cells. Potency, µM (titrated, usually from 46.1 µM), for inactives: at the top dose re-replication activation, most hits filed as activators. 340,000 tested, 1.8% active. SW480 DNA re-replication, Hoechst DNA content imaging, 48 h; further: potency means the concentration at half of the fitted maximal effect; % of control where 0% means no effect; nearly all actives have a fitted effect of over 55% in size
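Compounds, transferred as 23 nL by pin tool, were incubated with cells for 48 hr; DNA content per nucleus was then quantified by Hoechst staining and fluorescence plate imaging.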
HT1080 IDH1KD tx: HT-1080 IDH1 knockdown cell toxicity (counter line); AID 686971; Potency, µM (titrated, usually from 46.1 µM), for inactives: top-dose activity, negative = toxicity, usual class: cytotoxic; HT-1080 IDH1 knockdown viability, ATP luminescence, 48 h; 360,000 tested, 2% active;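 further: potency means the concentration at half of the fitted maximal effect; 0% = DMSO wells and -100% = cell-free medium wells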
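Viability of IDH1-knockdown HT-1080 fibrosarcoma cells was assessed by CellTiter-Glo after 48 h at 37 °C with titrated compound; concentration-effect curves were classified by fit quality and response size.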
WRN helicase inh: WRN helicase (human) inhibition; WRN helicase unwinding, fluorescent forked duplex, kinetic; Potency, µM (top dose mostly 114 µM), for inactives: at the highest dose activity change, negative = inhibition, most hits filed as inhibitors; 360,000 tested, 0.46% active; AID 651768; further: potency means the concentration at half of the fitted maximal effect; on the % scale 0 is the no-effect control and ±100 the full control effect; nearly all actives have a fitted effect of over 55% in size
Target sequence (Q14191 whole entry, looked up): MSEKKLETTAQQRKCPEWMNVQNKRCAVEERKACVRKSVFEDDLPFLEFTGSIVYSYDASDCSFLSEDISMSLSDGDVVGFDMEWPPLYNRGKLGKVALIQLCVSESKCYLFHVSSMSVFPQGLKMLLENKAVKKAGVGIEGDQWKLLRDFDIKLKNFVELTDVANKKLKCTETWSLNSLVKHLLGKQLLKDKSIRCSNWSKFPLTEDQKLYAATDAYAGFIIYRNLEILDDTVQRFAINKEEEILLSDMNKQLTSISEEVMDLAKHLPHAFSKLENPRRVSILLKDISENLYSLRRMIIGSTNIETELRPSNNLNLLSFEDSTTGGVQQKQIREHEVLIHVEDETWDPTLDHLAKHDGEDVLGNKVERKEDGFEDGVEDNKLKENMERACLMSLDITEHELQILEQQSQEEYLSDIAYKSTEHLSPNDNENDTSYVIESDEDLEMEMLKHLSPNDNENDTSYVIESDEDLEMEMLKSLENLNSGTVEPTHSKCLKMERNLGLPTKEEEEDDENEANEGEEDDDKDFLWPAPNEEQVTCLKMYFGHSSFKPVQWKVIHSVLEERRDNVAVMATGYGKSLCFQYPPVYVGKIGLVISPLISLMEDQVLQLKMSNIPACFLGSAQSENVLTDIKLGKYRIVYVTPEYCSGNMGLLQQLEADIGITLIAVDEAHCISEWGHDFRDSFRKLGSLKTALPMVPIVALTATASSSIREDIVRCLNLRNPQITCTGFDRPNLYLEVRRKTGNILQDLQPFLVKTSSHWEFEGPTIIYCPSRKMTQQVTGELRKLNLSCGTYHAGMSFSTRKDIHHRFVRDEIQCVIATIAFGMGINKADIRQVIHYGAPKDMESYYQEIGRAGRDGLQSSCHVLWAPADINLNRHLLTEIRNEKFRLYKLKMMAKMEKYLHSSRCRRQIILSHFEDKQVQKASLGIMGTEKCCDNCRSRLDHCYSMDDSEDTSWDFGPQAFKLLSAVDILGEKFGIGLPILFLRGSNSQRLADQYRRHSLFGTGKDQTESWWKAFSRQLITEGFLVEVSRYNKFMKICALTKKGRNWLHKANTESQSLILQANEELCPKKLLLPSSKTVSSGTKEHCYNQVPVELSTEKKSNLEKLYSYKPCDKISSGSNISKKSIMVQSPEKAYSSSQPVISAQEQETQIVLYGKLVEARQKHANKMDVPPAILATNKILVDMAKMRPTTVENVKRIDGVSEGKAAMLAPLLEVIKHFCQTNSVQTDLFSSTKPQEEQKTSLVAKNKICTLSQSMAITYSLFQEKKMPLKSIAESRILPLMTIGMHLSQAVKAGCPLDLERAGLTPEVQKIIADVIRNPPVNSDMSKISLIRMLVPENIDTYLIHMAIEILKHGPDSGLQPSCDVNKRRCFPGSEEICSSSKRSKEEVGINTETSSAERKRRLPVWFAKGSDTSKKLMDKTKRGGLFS
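Fluorescence dequenching readout, ex 525 nm/em 598 nm, kinetic mode: forked duplex DNA (100 nM final) with adjacent fluorophore and quencher unwound by WRN (20 nM final) with 2 mM ATP. Compound preincubation 15 min, room temperature.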
ATXN2 expr inh: inhibitors of ATXN2 expression. HEK-293 ATXN2-luciferase reporter, luminescence, 24 h. Potency, µM (titrated, usually from 57 µM), without a hit: at the top dose activity change, negative = inhibition, hits mostly inhibitors. 360,000 tested, 0.72% active. AID 1745845; further: potency means the concentration at half of the fitted maximal effect; on the % scale 0 is the no-effect control and ±100 the full control effect; nearly all actives have a fitted effect of over 55% in size
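ATXN2-luciferase reporter cells (luciferase flanked by upstream and downstream ATXN2 gene portions) were treated 24 h at 37 °C with compounds at up to 57 uM. SteadyGlo luminescence gave expression; GF-AFC fluorescence gave viability.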
KB-V1 cytotox: kills drug-selected multidrug resistant KB-V1 cells; Potency, µM (doses to about 46.1 µM), for inactives: at the top dose activity change, negative = cytotoxicity, usual class: cytotoxic; KB-V1 MDR cells viability, CellTiter-Glo, 72 h; 400,000 tested, 3.4% active; further: potency means the concentration at half of the fitted maximal effect; on the % scale 0 is the no-effect control and ±100 the full control effect; nearly all actives have a fitted effect of over 60% in size
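Cytotoxicity via CellTiter-Glo luminescence after 72 h compound exposure at 37 degrees C. Cells: drug-selected KB-V1 line, DMEM phenol-red free plus 10% FBS. Compounds tested at multiple concentrations; normalized data fitted to concentration-effect curves.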
MCF10A rerep: inducers of DNA re-replication in MCF 10A breast cells; MCF 10A DNA re-replication, Hoechst nuclear intensity, 48 h; 350,000 tested, 2.9% active; AID 624296; Potency, µM (series often up to 46.1 µM), for the others: top-dose activity, positive = re-replication, most hits filed as activators; further: potency means the concentration at half of the fitted maximal effect; % of control where 0% means no effect; nearly all actives have a fitted effect of over 50% in size
KB-3-1 tox: kills parental KB-3-1 adenocarcinoma cells; KB-3-1 viability, CellTiter-Glo ATP luminescence, 72 h; Potency, µM (doses to about 46.1 µM), for inactives: at the top dose activity change, negative = cytotoxic, actives largely listed as cytotoxic; 400,000 tested, 1.4% active; further: potency means the concentration at half of the fitted maximal effect; on the % scale 0 is the no-effect control and ±100 the full control effect; nearly all actives have a fitted effect of over 60% in size
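Viability of parental KB-3-1 cells, measured by CellTiter-Glo luminescence, followed a 72 h incubation at 37 °C with pinned compounds in phenol-red-free DMEM containing 10% FBS.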
Starred values were filed as active, the others as inactive; & = joins results of further samples; [ ] = remark or other dose. Unless noted, the call rests on the fitted dose curve; in most records, active means well fitted curve in the direction sought with a large enough effect; inconclusive means small, poorly fitted or top-dose-only effect, or another doubt; inactive means no such curve, though single readings can be large; an effect the other way counts as inactive or inconclusive.

`COc1ccc(S(=O)(=O)N2CCOCC2)cc1C(=O)NCc1c(C)nn(Cc2ccccc2)c1C` gave IL1B secr inh -6.3, HT1080-NT tox 0.1%, SW480 rereplic -1.1%, HT1080 IDH1KD tx 6.0%, WRN helicase inh 1.7%, ATXN2 expr inh 7.9%, KB-V1 cytotox inconclusive, MCF10A rerep -4.1% and KB-3-1 tox 7.6%.
`COc1cccc(-c2cc3nc(NCCOc4ccccc4Cl)n(C)c(=O)c3s2)c1` gave IL1B secr inh 33.6, HT1080-NT tox 3.1%, HT1080 IDH1KD tx 10.4%, WRN helicase inh -7.4%, ATXN2 expr inh 0.4%, KB-V1 cytotox 0.5% and KB-3-1 tox 0.0%.
COCCCNC(=O)CSc1nc2cc(S(=O)(=O)N3CCCCC3)ccc2o1 was read as IL1B secr inh 2.8, HT1080-NT tox -2.2%, SW480 rereplic 2.8%, HT1080 IDH1KD tx -1.6%, WRN helicase inh 17.8%, ATXN2 expr inh -11.9%, KB-V1 cytotox inconclusive, MCF10A rerep -5.4% and KB-3-1 tox inconclusive.
For CC(=O)Nc1cccc(-c2ccnc3c2CC(C)(C(=O)Nc2cccc(Oc4ccccc4)c2)O3)c1 (configuration not stated) the results were IL1B secr inh -19.5, HT1080-NT tox inconclusive, HT1080 IDH1KD tx inconclusive, WRN helicase inh 1.5%[57.1 µM], ATXN2 expr inh inconclusive, KB-V1 cytotox 20.6µM* and KB-3-1 tox inconclusive.
`Cc1ccc(C23CC4CC(CC(C(=O)NC(C)C(=O)O)(C4)C2)C3)cc1` (configuration not stated) gave IL1B secr inh 6.1, HT1080-NT tox 15.8%, SW480 rereplic -12.2%, HT1080 IDH1KD tx 4.4%, WRN helicase inh 1.1%, ATXN2 expr inh -0.4%, KB-V1 cytotox 0.0%, MCF10A rerep 13.8% and KB-3-1 tox -4.1%.
Screening Cc1ccc(N(C(=O)c2ccco2)C2C=CS(=O)(=O)C2)cc1 (configuration not stated) returned IL1B secr inh -3.7, HT1080-NT tox 14.6%, SW480 rereplic 1.7%, HT1080 IDH1KD tx 5.0%, WRN helicase inh 2.9%, ATXN2 expr inh 0.2%, KB-V1 cytotox inconclusive, MCF10A rerep -1.0% and KB-3-1 tox inconclusive.
For O=C(Nc1nc(-c2cccnc2)cs1)c1ccccc1Cl the results were IL1B secr inh 6.0, HT1080-NT tox 10.4%, SW480 rereplic -1.3%, HT1080 IDH1KD tx 11.1%, WRN helicase inh 2.2%, ATXN2 expr inh 0.8%, KB-V1 cytotox -0.5%, MCF10A rerep -3.0% and KB-3-1 tox 7.5%.
CN(C)c1ccc(C=NCC2(O)CCOC(C)(C)C2)cc1 (configuration not stated) was read as IL1B secr inh 8.8, HT1080-NT tox -2.0%, SW480 rereplic -4.4%, HT1080 IDH1KD tx 3.8%, WRN helicase inh -2.4%, ATXN2 expr inh 0.9%, KB-V1 cytotox 17.9%, MCF10A rerep -8.5% and KB-3-1 tox 0.3%.
`CCN1C(=O)/C(=C\N2CCN(c3ccc(F)cc3)CC2)SC1=S` gave IL1B secr inh -17.4, HT1080-NT tox 10.1%, SW480 rereplic -3.9%, HT1080 IDH1KD tx -3.0%, WRN helicase inh -5.2%, ATXN2 expr inh -30.3%, KB-V1 cytotox 2.59µM*, MCF10A rerep 1.2% and KB-3-1 tox -1.9%.
CCOC(=O)C(=O)N(Nc1ccc(C)cc1)c1ccc(C)cc1 was read as IL1B secr inh -17.7, HT1080-NT tox -4.9%, SW480 rereplic -7.4%, HT1080 IDH1KD tx -3.3%, WRN helicase inh 1.2%, ATXN2 expr inh 77.0%[activator], KB-V1 cytotox -1.6%, MCF10A rerep 8.0% and KB-3-1 tox -1.7%.
Screening COc1ccc(NC(=O)C2CCN(c3cnccn3)CC2)cc1Cl returned IL1B secr inh -5.9, HT1080-NT tox 3.8%, SW480 rereplic -6.5%, HT1080 IDH1KD tx 14.8%, WRN helicase inh -10.4%, ATXN2 expr inh -16.5%&-5.8%, KB-V1 cytotox -14.2%&9.4%, MCF10A rerep 0.2% and KB-3-1 tox -12.3%&1.1%.
C[C@@H]1CN([C@@H](C)CO)S(=O)(=O)c2ccc(-c3ccccc3)cc2O[C@@H]1CN(C)Cc1ccccc1C(=O)O was read as IL1B secr inh 3.6, HT1080-NT tox 9.7%, HT1080 IDH1KD tx 5.5%, WRN helicase inh 5.3%, ATXN2 expr inh -1.1%, KB-V1 cytotox 28.4% and KB-3-1 tox 20.2%.
Screening Nc1nnc(CC(=O)N/N=C/c2cc([N+](=O)[O-])cc(Br)c2O)s1 returned IL1B secr inh 5.6, HT1080-NT tox -3.2%, SW480 rereplic 1.0%, HT1080 IDH1KD tx 2.3%, WRN helicase inh 56.2µM*, ATXN2 expr inh -10.0%, KB-V1 cytotox 19.0%, MCF10A rerep 5.2% and KB-3-1 tox -1.1%.
`C/C(=N\NC(=O)c1c(Br)c(C)nn1C)c1cccc(NC(=O)C2CCC2)c1` gave IL1B secr inh -25.1, HT1080-NT tox 14.9%, SW480 rereplic -3.2%, HT1080 IDH1KD tx 8.8%, WRN helicase inh 1.8%, ATXN2 expr inh 14.3%, KB-V1 cytotox -26.5%, MCF10A rerep -3.6% and KB-3-1 tox inconclusive.
Screening CC1CN(S(=O)(=O)c2cccc(C(=O)N3CCC(C(N)=O)CC3)c2)CC(C)O1 (configuration not stated) returned IL1B secr inh 6.8, HT1080-NT tox 4.2%, SW480 rereplic -13.6%, HT1080 IDH1KD tx 13.2%, WRN helicase inh -2.4%, ATXN2 expr inh 0.9%, KB-V1 cytotox 6.1%, MCF10A rerep 1.0% and KB-3-1 tox 10.7%.
Screening Cc1nc([N+](=O)[O-])c(C(=O)O)n1C returned IL1B secr inh 19.3, HT1080-NT tox -0.4%, SW480 rereplic -4.6%, HT1080 IDH1KD tx -4.1%, WRN helicase inh -4.8%, ATXN2 expr inh 0.3%, KB-V1 cytotox -13.6%, MCF10A rerep 3.3% and KB-3-1 tox -7.3%.
COc1cc(/C=N/NC(=O)C(=O)NCc2cccnc2)cc(OC)c1OC was read as IL1B secr inh 26.2, HT1080-NT tox 1.5%, HT1080 IDH1KD tx 1.0%, WRN helicase inh -18.7%, ATXN2 expr inh -4.0%, KB-V1 cytotox 13.2%, MCF10A rerep -0.5% and KB-3-1 tox inconclusive.
For COc1ccc(CCNC(=O)c2cc(COc3c(C)cccc3C)on2)c(OC)c1 the results were IL1B secr inh -8.8, HT1080-NT tox 0.0%, SW480 rereplic 23.4%, HT1080 IDH1KD tx 12.5%, WRN helicase inh -3.7%, ATXN2 expr inh 58.1%[activator] and MCF10A rerep -1.1%.
Screening O=C(CCn1cnc2ccccc2c1=O)Nc1nc(-c2ccc(Br)cc2)cs1 returned IL1B secr inh -9.4, HT1080-NT tox -13.4%, SW480 rereplic 1.8%, HT1080 IDH1KD tx -23.3%, WRN helicase inh -1.0%, ATXN2 expr inh 3.1%, KB-V1 cytotox -11.8%, MCF10A rerep -9.1% and KB-3-1 tox inconclusive.
For CCOc1ccc(N2C(=O)CSC2c2ccncc2)cc1 (configuration not stated) the results were IL1B secr inh 7.3, HT1080-NT tox 11.5%, SW480 rereplic -0.3%, HT1080 IDH1KD tx 1.5%, WRN helicase inh -6.3%, ATXN2 expr inh -1.0%, KB-V1 cytotox -0.1%, MCF10A rerep -0.3% and KB-3-1 tox -0.9%.
Screening CCCCn1nnc(NC(=O)C(c2ccccc2)c2ccccc2)n1 returned IL1B secr inh -21.9, HT1080-NT tox -13.7%, SW480 rereplic 8.1%, HT1080 IDH1KD tx -0.2%, WRN helicase inh -2.5%, ATXN2 expr inh -13.7%, KB-V1 cytotox 3.5%, MCF10A rerep 9.8% and KB-3-1 tox -5.4%.
`CCO[C@@H]1OC(C(=O)NC2CC2)=C[C@H](c2ccc(C(F)(F)F)cc2)[C@H]1CCCO` gave IL1B secr inh 13.6, HT1080-NT tox 1.3%, SW480 rereplic -6.6%, HT1080 IDH1KD tx -3.6%, WRN helicase inh -0.6%, ATXN2 expr inh -7.6%, KB-V1 cytotox -3.1%, MCF10A rerep -18.8% and KB-3-1 tox 17.7%.
`COc1ccc(CCC(=O)NNC(=S)Nc2cccc(C(C)=O)c2)cc1` gave IL1B secr inh 43.6, HT1080-NT tox -1.8%, SW480 rereplic 2.3%, HT1080 IDH1KD tx inconclusive, WRN helicase inh 1.4%, ATXN2 expr inh -10.7%, KB-V1 cytotox 26.9%, MCF10A rerep -2.2% and KB-3-1 tox 8.1%.
`CCCc1cc(=O)oc2cc(OCC(=O)NCCCN3CCCC3=O)ccc12` gave IL1B secr inh -2.1, HT1080-NT tox 21.3%, SW480 rereplic -2.2%, HT1080 IDH1KD tx 25.5%, WRN helicase inh -0.5%, ATXN2 expr inh -9.8%, KB-V1 cytotox 18.6%, MCF10A rerep 2.5% and KB-3-1 tox 3.6%.
For O=C(NC1CCCCC1)c1nn2c(C(F)(F)F)cc(-c3ccco3)nc2c1Br the results were IL1B secr inh 0.1, HT1080-NT tox -9.0%, SW480 rereplic -3.3%, HT1080 IDH1KD tx -0.3%, WRN helicase inh -8.8%, ATXN2 expr inh 1.2%, KB-V1 cytotox 18.2%, MCF10A rerep -8.2% and KB-3-1 tox -0.3%.
Screening O=C1c2cccc(NCCNCCO)c2C(=O)c2cccc(NCCNCCO)c21 returned IL1B secr inh -117.2*, HT1080-NT tox inconclusive, SW480 rereplic 0.0%, HT1080 IDH1KD tx 8.2µM*, WRN helicase inh 7.08µM*, ATXN2 expr inh 4.47µM*, KB-V1 cytotox -3.6%, MCF10A rerep -16.6% and KB-3-1 tox inconclusive.
